High-throughput results: PubChem, National Center for Advancing Translational Sciences (NCATS)
SNCA expr inhib: reduces expression of the alpha-synuclein gene; Potency, µM (doses to about 57.2 µM), inactives show at the highest dose activity change, negative = inhibition, actives largely listed as inhibitors; HEK-293 SNCA-luciferase knock-in, luminescence, 24 h; 0.17% of 140,000 active;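 note: potency is the fitted concentration of half-maximal effect; plate controls were DMSO cells for no effect and cell-free wells for full effect; nearly all actives have a fitted effect of over 45% in size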
SNCA viab count: cell viability loss counter-screen | HEK-293-SNCA-luc viability, GF-AFC fluorescence, 24 h | Potency, µM (doses to about 57.1 µM), inactives show at the highest dose activity change, negative = cytotoxicity, usual class: cytotoxic | 0.12% of 150,000 active | AID 1671193;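 note: potency is the fitted concentration of half-maximal effect; 0% = DMSO-treated cells and -100% = medium-only wells without cells; nearly all actives have a fitted effect of over 30% in size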
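Cytotoxicity counterscreen: after 24 h compound treatment of genome-edited SNCA-luciferase HEK-293 cells, live-cell protease substrate GF-AFC read by fluorescence after 30 min; activity scaled between DMSO (0%) and medium-only (-100%), curves Hill-fitted.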
HEK cytotox: cytotoxic compounds in HEK 293 cells. HEK 293 viability, ATP luminescence (CellTiter-Glo), 48-72 h. Potency, µM (highest dose often 115 µM), without a hit: top-dose activity change, negative = cytotoxicity, usual class: inhibitors. 6.6% of 94,000 active; note: potency is the fitted concentration of half-maximal effect; nearly all actives have a fitted effect of over 60% in size
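Cells seeded first (HEK 293, 250 cells/well), then compound added by pintool. Incubation ran 48 or 72 hr at 37 degree Celsius. CellTiter-Glo was added and luminescence imaged after 10 min at room temperature.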
FLuc inh: blocks purified firefly luciferase enzyme activity | P08659 | purified P. pyralis luciferase, luminescence, biochemical | 2.5% of 76,000 active | Potency, µM (titrated, usually from 115 µM), inactives show top-dose activity change, negative = inhibition, actives largely listed as inhibitors; note: potency is the fitted concentration of half-maximal effect; nearly all actives have a fitted effect of over 65% in size
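Inhibitors were tested against purified firefly luciferase in a biochemical, low-substrate format (both substrates at 10uM) and luminescence measured with a CCD imager.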
NIH3T3 tox: NIH 3T3 cell cytotoxicity | NIH 3T3 viability, CellTiter-Glo ATP luminescence, 48-72 h | 4.3% of 94,000 active | Potency, µM (doses to about 96.7 µM), for the others: top-dose activity change, negative = cytotoxicity, actives largely listed as inhibitors; note: potency is the fitted concentration of half-maximal effect; nearly all actives have a fitted effect of over 55% in size
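First NIH 3T3 cells are plated at 400 cells/well; next compound is pinned in; then plates incubate 48 or 72 hr at 37 °C; finally CellTiter-Glo is added and luminescence read after 10 min.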
GPT2 inh: GPT2 alanine aminotransferase inhibition. Recombinant GPT2, coupled pyruvate oxidase/HRP Amplex Red fluorescence. Q8TD30. Potency, µM (doses to about 57.7 µM), inactives show at the highest dose activity change, negative = inhibition, hits mostly inhibitors. 0.25% of 100,000 active; note: potency is the fitted concentration of half-maximal effect; nearly all actives have a fitted effect of over 60% in size; many of its hits are not listed in these tables
Target sequence (Q8TD30 whole entry, looked up): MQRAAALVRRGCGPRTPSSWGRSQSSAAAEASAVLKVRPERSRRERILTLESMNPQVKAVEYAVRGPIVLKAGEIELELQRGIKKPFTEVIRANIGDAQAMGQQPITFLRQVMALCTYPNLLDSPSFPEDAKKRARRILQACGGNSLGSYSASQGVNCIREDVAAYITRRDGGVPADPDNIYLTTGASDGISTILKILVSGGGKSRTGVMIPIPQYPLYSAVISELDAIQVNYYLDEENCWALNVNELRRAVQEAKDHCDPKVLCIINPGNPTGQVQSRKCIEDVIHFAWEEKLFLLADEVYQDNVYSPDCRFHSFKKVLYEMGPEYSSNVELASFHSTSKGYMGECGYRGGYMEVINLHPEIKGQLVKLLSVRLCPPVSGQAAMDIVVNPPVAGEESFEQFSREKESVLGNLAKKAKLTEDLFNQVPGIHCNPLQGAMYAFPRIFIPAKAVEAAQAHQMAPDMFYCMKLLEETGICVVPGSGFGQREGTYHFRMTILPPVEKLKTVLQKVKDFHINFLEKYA
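GPT2 10ng/uL, a-KG 250uM, L-Ala 2mM, HEPES pH7.5 + 0.0001% Tween; 30 min RT. Then Amplex mix (PO/HRP/ThPP), 30 min RT dark, fluorescence. AOA 50uM used as positive control.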
IP6K1 inhibitor: IP6K1 kinase inhibition. Q92551. 0.81% of 140,000 active. activity change, % (series mostly up to about 58 µM). IP6K1 kinase, ADP-Glo luminescence, 2 h; stronger effect = lower value. AID 1645851; in the data active = activity change below about -25%
Target sequence (Q92551 whole entry, looked up): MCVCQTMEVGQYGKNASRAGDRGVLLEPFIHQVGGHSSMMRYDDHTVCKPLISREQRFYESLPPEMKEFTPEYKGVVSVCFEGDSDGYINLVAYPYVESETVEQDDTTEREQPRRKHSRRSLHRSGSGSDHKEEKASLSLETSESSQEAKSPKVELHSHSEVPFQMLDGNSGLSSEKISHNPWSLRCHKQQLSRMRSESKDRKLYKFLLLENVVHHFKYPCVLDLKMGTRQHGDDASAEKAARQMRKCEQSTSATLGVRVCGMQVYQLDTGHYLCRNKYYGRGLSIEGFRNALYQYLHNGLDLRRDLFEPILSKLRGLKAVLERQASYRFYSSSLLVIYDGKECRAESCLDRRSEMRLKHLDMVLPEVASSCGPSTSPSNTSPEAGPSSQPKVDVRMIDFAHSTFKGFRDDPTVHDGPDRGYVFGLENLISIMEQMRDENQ
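ADP-Glo luminescence measures ADP made by human IP6K1 during a 2 h RT reaction with ATP/IP6 (mix at 1.3 mM/130 uM); top library doses 57.5 and 19.1 uM final.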
* = called active by the depositor; i = inactive; ? = inconclusive; . = not tested or not shown; & = joins results of further samples; [ ] = remark or other dose. Unless noted, calls come from the whole dose curve; as a rule, active = well fitted curve in the direction sought with a large enough effect; inconclusive = small, poorly fitted or top-dose-only effect, or another doubt; inactive = no such curve, though single readings can be large; an effect the other way counts as inactive or inconclusive. Unless noted, % is set by controls: 0 for no effect and ±100 for the full control effect. These rows are one share of the data. The share of hits here may be higher or lower than overall.

SMILES	SNCA expr inhib	SNCA viab count	HEK cytotox	FLuc inh	NIH3T3 tox	GPT2 inh	IP6K1 inhibitor
N#Cc1cccc(C(=O)N2CCOCCNC(=O)[C@@H]3CCC[C@@H]32)c1	28%	4%	i	-1%	1%	i	15
COCCCn1c(=O)c(C(=O)NCC(F)F)nc2cccnc21	9%[87.6 µM]	6%[87.6 µM]	i	.	-1%[138 µM]	-11%[88.5 µM]	11
COc1ccc(CCC(=O)N[C@@H]2CN(c3ncccn3)C[C@H]2CN(C)C)cc1	-14%	0%	2%	8%	i	1%	-1
COc1ccc(C(=O)N2CCC3(CC2)CC(CN2CCOCC2)N(C)C3)c(OC)n1 (stereo not drawn)	0%	-12%	-13%	.	-22%	i	12
COc1cc(/C=C/CO)cc(OC)c1O[C@@H]1O[C@H](CO[C@@H]2O[C@H](CO)[C@@H](O)[C@H](O)[C@H]2O)[C@@H](O)[C@H](O)[C@H]1O	.	?	.	.	.	2%[27.3 µM]	6
O=C(CSc1n[nH]c(-c2ccccc2)n1)NCCCc1ccccc1	-15%	-14%	.	.	.	.	0
Cc1cccc(-n2c(=O)c3c(c4cc(C)ccc4n3C)n(CC(=O)Nc3ccccc3Cl)c2=O)c1	2%	3%	.	.	.	.	19
O=c1[nH]c(C2CCCN(Cc3cccc(-c4cccnc4)c3)C2)nc2ccc(F)cc12 (stereo not drawn)	-2%	-24%	?	-1%	?	i	20
CCC(C)C(N)C1=NC(C(=O)N[C@@H](CC(C)C)C(=O)N[C@H](CCC(=O)O)C(=O)N[C@H](C(=O)N[C@H]2CCCCNC(=O)[C@H](CC(N)=O)NC(=O)[C@@H](CC(=O)O)NC(=O)[C@H](Cc3cnc[nH]3)NC(=O)[C@@H](Cc3ccccc3)NC(=O)[C@H]([C@@H](C)CC)NC(=O)[C@@H](CCCN)NC2=O)[C@@H](C)CC)CS1 (stereo partly drawn)	.	-2%&2%[23.9 µM]	.	.	.	i	-1&-21
COCCN1CCNc2cc(NCc3ccccc3)ncc2C1	44%[activator][87.6 µM]	-15%[87.6 µM]	?	-12%[172 µM]	?	i	-15
CC(C)NC(=O)N1Cc2[nH]cnc2C[C@H]1c1nc(-c2ccc3c(c2)OCO3)no1	?	-13%[87.6 µM]	1%[172 µM]	0%[172 µM]	0%[174 µM]	i	-2
CCC1Oc2ccc(NC(=O)c3c(F)cccc3F)cc2CN(Cc2ccc(F)cc2Cl)C1=O (stereo not drawn)	-27%	-13%	?	2%	?	i	16
CCCc1nc2c(C)cc(-c3nc4ccccc4n3C)cc2n1Cc1ccc(-c2ccccc2C(=O)O)cc1	-24%	-6%	.	.	.	-4%	3
CCCCN(CC)C(=O)CCn1c(=O)c2cccn2c2cccnc21	13%	-1%	.	.	.	.	1
O=C(NCc1cccc(Cl)c1)c1cc(-c2cccc(C(F)(F)F)c2)c2nncn2n1	-3%	?	-25%	.	-21%	i	12
COc1ccc(C(=O)NC2CCCN(CCn3nc4n(c3=O)CCCC4)C2)cc1 (stereo not drawn)	.	.	-3%	.	5%	.	9
CNC(=O)[C@@H]1C[C@H](Oc2ccccc2)CN1C(=O)c1ccc2ccccc2n1	30%	-28%	-7%	-9%	-14%	-8%	-6
Cc1ccccc1NS(=O)(=O)c1ccc2[nH]cc(C(=O)N3CCCC3)c(=O)c2c1	36%[activator]	-3%	.	.	.	.	-3
COc1ccc(Cl)cc1NC(=O)CSc1nccn1Cc1ccco1	-1%	-9%	.	.	.	.	17
O=C(CCC[C@H]1NC[C@@H]2C[C@H]1CN(Cc1ccccc1)C2)N1CCN(C2CCCC2)CC1	-11%	-11%	-21%	2%	-14%	?	17
Cn1cc(Cl)cc1C(=O)N1CCC2(CCCN(C3CCCC3)C2=O)C1 (stereo not drawn)	11%	-2%	?	3%	-38%	-5%	3
CCn1ccc(C(=O)N2CCN(C(=O)N3CC4CC(C3)[C@H]3CCCC(=O)N3C4)CC2)n1 (stereo partly drawn)	1%	-13%	-5%	4%	i	i	-4
COc1ccc(-c2nc(Cn3c(-c4cccc(Cl)c4)nc(C)c(CCO)c3=O)c(C)o2)cc1	17%	6%	-20%	-2%	-18%	-20%	3
CC1(COCC2CC2)COc2ccc(C(=O)Nc3cccc([S+](C)(=O)[O-])c3)cc2N1 (stereo not drawn)	-8%[87.6 µM]	11%[87.6 µM]	100µM*	-26%[172 µM]	?	i	-9
CC(=O)Nc1ccc(NC(=O)c2cnn(-c3ccccc3)c2C2CCN(C(=O)OC(C)(C)C)CC2)cc1	20%	-1%	.	.	.	.	-4
Going on with the list:
SMILES	SNCA expr inhib	SNCA viab count	HEK cytotox	FLuc inh	NIH3T3 tox	GPT2 inh	IP6K1 inhibitor
COCCNC(=O)c1cc(-c2ccc(Cl)cc2Cl)nc2c1cnn2C	-3%	-1%	-16%	.	?	i	3
CN1CCN(C(=O)N2CCCCC2)CC12CCC(=O)N(CC(=O)O)CC2 (stereo not drawn)	-9%	-3%	2%	3%	i	-1%	19
CCC(c1cccs1)N1C(=O)[C@H]2CN(S(=O)(=O)c3ccc(C)c(C)c3)C[C@H]2C1=O (stereo partly drawn)	13%	13%	-1%	-8%	-30%	i	-20
O=C(Cn1ccn2nc(-c3ccc(F)cc3)c(CO)c2c1=O)NCCCc1ccccc1	30%[activator]	11%	?	8%	?	-19%	6
Cc1nc(CN2CCN(c3ncc(F)c(N(C)C)n3)CC2)cs1	10%	-2%	-28%	-14%	-15%	i	-8
Cc1ccc2nc(C)cc(C(=O)N3CCC(c4cc(CC(=O)O)[nH]n4)CC3)c2c1	-13%	5%	-21%	-3%	-2%	4%	1
CC(C)CNC(=O)c1cccc2c1CCN2C(=O)c1ccc(F)cc1	-8%	-7%	?	-3%	-20%	1%	3
NC(=O)[C@@H]1CCCN1CC[C@H]1CN(C(=O)C2CCCCC2)CC[C@H]1CC(=O)O	?	3%[87.6 µM]	4%[172 µM]	3%[172 µM]	-1%[174 µM]	-4%[88.5 µM]	7
CCOc1ccc(N(CC(=O)NCc2ccc(Cl)cc2)S(=O)(=O)c2c(C)noc2C)cc1	-18%	6%	.	.	.	.	-5
O=C(NC1CCCC1)N1CCCC(C(=O)N2CCCC(c3nc4ncccc4[nH]3)C2)C1 (stereo not drawn)	-1%	-1%	0%	.	-23%	4%	-3
COc1ccc(CN2C(=O)[C@H](OC)[C@@H]2C2=CCN(C(=O)c3ccc(OC)cc3)CC2)cc1	-3%	?	?	.	-34%	-5%	12
COc1ccc(CNC(=O)c2cc(NC(C)=O)cc3nc(C)ccc23)c(OC)c1	?	-3%	10%	0%	i	-18%	6
Cc1cc(C)n2nc(CC(=O)NCc3cc(-c4ccco4)on3)nc2n1	10%	2%	3%	-2%	-8%	-2%	14
O=C(NCCc1cccs1)C1CCN(C(=O)c2ncn3c2COC(c2ccccc2)C3)CC1 (stereo not drawn)	35%[activator]	14%	-9%	7.1µM*	-6%	2%	-3
Cn1cc(-c2ccc(S(=O)(=O)n3ccc(/C=C/C(=O)Nc4ccccc4N)c3)cc2)cn1	.	-28%	.	.	.	i	-18
O=C(N1CCCCC1)N1CCN(c2ccc(Cl)nn2)C(=O)C1	6%	1%	i	.	i	-2%	8
CC1(C)CN(C(=O)OC(C)(C)C)CCN1	14%[87.6 µM]	5%[87.6 µM]	3%[230 µM]	.	i	4%[88.5 µM]	-4
CN1c2ncccc2CN(Cc2ccccc2O)CC[C@H]1CO	-21%[87.6 µM]	0%[87.6 µM]	1%[172 µM]	1%[172 µM]	-10%[138 µM]	i	-16
CCc1nc(-c2c3n(c(=O)n(CC(N)=O)c2=O)CCCCC3)no1	16%	1%	43%[activator]	10%	i	i	14
O=C(Nc1ccc(F)cc1F)c1cc2ccc3cccnc3c2[nH]1	-6%	-13%	.	.	.	.	-10
Cc1cn2nc(C(=O)NCC3CCCCC3)cc2c(=O)[nH]1	155%[activator]	-3%	-3%	?	-3%	i	8

Reformatted bar-delimited: part of the list above.
compound | SNCA expr inhib | SNCA viab count | HEK cytotox | FLuc inh | NIH3T3 tox | GPT2 inh | IP6K1 inhibitor
COCCNC(=O)c1cc(-c2ccc(Cl)cc2Cl)nc2c1cnn2C | -3% | -1% | -16% | . | ? | i | 3
CN1CCN(C(=O)N2CCCCC2)CC12CCC(=O)N(CC(=O)O)CC2 (stereo not drawn) | -9% | -3% | 2% | 3% | i | -1% | 19
CCC(c1cccs1)N1C(=O)[C@H]2CN(S(=O)(=O)c3ccc(C)c(C)c3)C[C@H]2C1=O (stereo partly drawn) | 13% | 13% | -1% | -8% | -30% | i | -20
O=C(Cn1ccn2nc(-c3ccc(F)cc3)c(CO)c2c1=O)NCCCc1ccccc1 | 30%[activator] | 11% | ? | 8% | ? | -19% | 6
Cc1nc(CN2CCN(c3ncc(F)c(N(C)C)n3)CC2)cs1 | 10% | -2% | -28% | -14% | -15% | i | -8
Cc1ccc2nc(C)cc(C(=O)N3CCC(c4cc(CC(=O)O)[nH]n4)CC3)c2c1 | -13% | 5% | -21% | -3% | -2% | 4% | 1
CC(C)CNC(=O)c1cccc2c1CCN2C(=O)c1ccc(F)cc1 | -8% | -7% | ? | -3% | -20% | 1% | 3
NC(=O)[C@@H]1CCCN1CC[C@H]1CN(C(=O)C2CCCCC2)CC[C@H]1CC(=O)O | ? | 3%[87.6 µM] | 4%[172 µM] | 3%[172 µM] | -1%[174 µM] | -4%[88.5 µM] | 7
CCOc1ccc(N(CC(=O)NCc2ccc(Cl)cc2)S(=O)(=O)c2c(C)noc2C)cc1 | -18% | 6% | . | . | . | . | -5
O=C(NC1CCCC1)N1CCCC(C(=O)N2CCCC(c3nc4ncccc4[nH]3)C2)C1 (stereo not drawn) | -1% | -1% | 0% | . | -23% | 4% | -3
COc1ccc(CN2C(=O)[C@H](OC)[C@@H]2C2=CCN(C(=O)c3ccc(OC)cc3)CC2)cc1 | -3% | ? | ? | . | -34% | -5% | 12
COc1ccc(CNC(=O)c2cc(NC(C)=O)cc3nc(C)ccc23)c(OC)c1 | ? | -3% | 10% | 0% | i | -18% | 6

Full records, looked up by structure. Order of screens: SNCA expr inhib	SNCA viab count	HEK cytotox	FLuc inh	NIH3T3 tox	GPT2 inh	IP6K1 inhibitor
Listed for `Cc1ccccc1NS(=O)(=O)c1ccc2[nH]cc(C(=O)N3CCCC3)c(=O)c2c1` → 36%[activator]	-3%	.	.	.	.	-3
Listed for `CCC(c1cccs1)N1C(=O)[C@H]2CN(S(=O)(=O)c3ccc(C)c(C)c3)C[C@H]2C1=O` (stereo partly drawn) → 13%	13%	-1%	-8%	-30%	i	-20
